Compound activity: PubChem, National Center for Advancing Translational Sciences (NCATS)
RGS4 inhibitor = blocks human RGS4-accelerated GTP hydrolysis; P49798; Transcreener GDP fluorescence polarization, RGS4-accelerated GTP hydrolysis; Potency, µM (series often up to 114 µM), for inactives: at the top dose activity change, negative = inhibition, usual class: inhibitors; 0.039% of 390,000 active; also: potency is read from the fitted curve at half-maximal effect; % is scaled to controls: 0 for no effect and ±100 for the full control effect; nearly all actives have a fitted effect of over 75% in size; some results filed as inactive show a strong effect at the top dose
Target sequence (P49798 whole entry, looked up): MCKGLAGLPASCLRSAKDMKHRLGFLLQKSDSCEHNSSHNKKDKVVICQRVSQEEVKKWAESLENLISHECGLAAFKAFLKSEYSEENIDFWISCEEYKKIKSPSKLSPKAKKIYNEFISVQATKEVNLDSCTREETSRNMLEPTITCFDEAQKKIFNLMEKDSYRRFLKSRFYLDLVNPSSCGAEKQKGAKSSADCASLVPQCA
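MLSMR compounds (23 nl, pin-transferred) preincubated 10 min at room temperature with a 500nM (2x) first reagent, then RGS4 at 900nM (2x) plus Transcreener GDP mix added; fluorescence polarization (620/688 nm) read before and after 90 min at 30 °C.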
D2 antag = antagonizes the human D2 dopamine receptor; P14416; HEK293 TREx D2 cells, calcium flux, dopamine EC80; inhibition, % at 10 µM; 2% of 340,000 active; AID 485344; in the data active = inhibition above about 30%; also: 0% is about no effect
Target sequence (P14416 whole entry, looked up): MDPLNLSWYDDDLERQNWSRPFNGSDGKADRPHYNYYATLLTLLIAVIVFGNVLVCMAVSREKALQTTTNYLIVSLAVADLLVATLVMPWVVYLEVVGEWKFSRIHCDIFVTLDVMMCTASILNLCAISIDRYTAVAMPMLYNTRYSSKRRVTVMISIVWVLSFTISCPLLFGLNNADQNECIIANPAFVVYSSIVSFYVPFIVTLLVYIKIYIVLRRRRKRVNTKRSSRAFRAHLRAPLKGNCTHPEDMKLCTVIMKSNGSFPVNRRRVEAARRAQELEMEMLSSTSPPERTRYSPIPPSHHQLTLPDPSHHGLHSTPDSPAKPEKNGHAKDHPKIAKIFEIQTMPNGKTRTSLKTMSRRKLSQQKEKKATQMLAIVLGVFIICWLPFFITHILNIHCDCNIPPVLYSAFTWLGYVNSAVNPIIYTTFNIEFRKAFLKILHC
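HEK293 T-REx D2 cells, tet-induced, calcium dye no-wash. Cpd pintool add, 180 s kinetic, then EC80 DA, 180 s kinetic. Ca flux read.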
Glioma ERSR ind = induces the endoplasmic reticulum stress response in human glioma cells. U87-MG GRP78 promoter luciferase reporter, 16 h. AID 602332. Potency, µM, for the others: at the highest dose activation, most hits filed as activators. 0.02% of 420,000 active; also: potency is read from the fitted curve at half-maximal effect; series mostly up to about 76 µM; % of control where 0% means no effect; nearly all actives have a fitted effect of over 35% in size
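ERSR induction read as luciferase luminescence (Bright-Glo, 10 min at room temperature) in stably transfected human U87-MG glioma cells exposed to compounds for 16 h, using GRP78 as sensor.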
LDHA inh = inhibitors of human lactate dehydrogenase A. purified LDHA, NADH/diaphorase-resazurin fluorescence; hits give low values. 0.15% of 480,000 active. AID 1347041. activity change, % (values are at about 110 or 230 µM). P00338; in the data active = activity change below about -30%; inconclusive = mostly about -25% to -30%;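 also: plate controls were DMSO wells for no effect and wells without enzyme for full effect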
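Remaining NADH was detected by diaphorase (0.133 mg/mL) converting 37 µM resazurin to fluorescent resorufin, read at 0 and 20 minutes. The preceding 5-minute room-temperature reaction used 2 nM LDHA, 0.2 mM sodium pyruvate and 0.06 mM NADH at pH 7.4.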
Vif-A3G inh = Vif-A3G binding inhibition; HeLa A3G-eYFP + Vif (tagged APOBEC3G with the HIV-1 protein that degrades it), YFP fluorescence, overnight; Potency, µM (doses to about 46.1 µM), without a hit: top-dose activity, negative = active, actives largely listed as inhibitors; AID 602310; 0.076% of 410,000 active;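 also: potency is read from the fitted curve at half-maximal effect; % is scaled to controls: 0 for no effect and ±100 for the full control effect; nearly all actives have a fitted effect of over 60% in size; hits raise eYFP signal because A3G escapes Vif-driven loss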
Target sequence (Q9HC16 whole entry, looked up): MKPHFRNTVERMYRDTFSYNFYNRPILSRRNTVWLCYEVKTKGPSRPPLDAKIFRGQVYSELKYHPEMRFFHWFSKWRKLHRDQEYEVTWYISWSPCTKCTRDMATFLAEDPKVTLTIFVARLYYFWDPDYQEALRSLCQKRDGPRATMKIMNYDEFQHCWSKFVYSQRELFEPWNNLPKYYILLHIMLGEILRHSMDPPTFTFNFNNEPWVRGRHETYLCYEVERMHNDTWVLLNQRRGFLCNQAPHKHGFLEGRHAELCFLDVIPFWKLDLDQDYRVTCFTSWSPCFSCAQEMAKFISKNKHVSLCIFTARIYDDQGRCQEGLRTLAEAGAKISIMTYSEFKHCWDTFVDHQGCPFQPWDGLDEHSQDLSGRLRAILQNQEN
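Read-out is eYFP fluorescence (Ex 488/Em 500-530) from Vif-expressing HeLa A3G-eYFP cells; more signal means A3G escaped Vif-mediated degradation. Cells plated overnight, compound pinned in, incubated overnight at 37 deg C.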
ERG-DNA inh = ERG Ets/DNA interaction inhibition | fluorescence polarization, His-ERG Ets domain / labelled DNA | Potency, µM (series often up to 76.9 µM), for inactives: at the highest dose FP activity, negative = inhibition, hits mostly inhibitors | 0.028% of 370,000 active | AID 624246; active = well fitted inhibition curve with a large enough effect in the polarisation, with a control signal flat; inconclusive = small, poorly fitted or top-dose-only effect, or effect the other way, or a change in a side signal; inactive = no such curve, though single readings can be large or run the other way; the % refers to the polarisation;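 also: polarization taken with two DNA probes labelled with fluorescein and Texas red; potency is read from the fitted curve at half-maximal effect; % of control where 0% means no effect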
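His-tagged ERG Ets domain (1 uM in the protein solution; 300mM KCl, 50mM Tris-HCl, 1mM EDTA, 1mM DTT, pH 7.5) received compound, then a probe mix of 5 nM fluorescein-DNA and 100nM Texas-615-DNA. Fluorescence polarization was read for both dyes.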
D2 ag = agonists of human D2 dopamine receptor; HEK293 T-REx D2 cells, calcium flux agonist mode; activation, % at 2 µM; 0.53% of 340,000 active; AID 485358; P14416;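 active = activation over 3 SD above normal in the single-dose calcium agonist read, cut at about 30% in these data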; also: 0% is about no effect
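Agonism is scored from calcium flux in a force-coupled, inducible HEK293 cell line expressing D2, read kinetically for 180 s after compound addition against dopamine controls.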
12-LOX inh = inhibitors of human 12S-lipoxygenase ALOX12 | P18054 | Potency, µM (doses to about 108 µM), inactives show at the highest dose activity change, negative = inhibition, hits mostly inhibitors | AID 1671190 | purified 12hLO, xylenol orange hydroperoxide absorbance | 1.1% of 580,000 active; also: potency is read from the fitted curve at half-maximal effect; % is scaled to controls: 0 for no effect and ±100 for the full control effect
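Hydroperoxide product was detected by ferrous iron/xylenol orange as the 573 to 405 nm absorbance ratio. Arachidonic acid at 40 uM (final) was turned over for 30 min at room temperature by 150 nM human 12hLO, pH 7.0 Hepes buffer, after 15 min compound preincubation.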
Vif-A3F inh = inhibitors of Vif-A3F interaction; 0.2% of 390,000 active; HeLa A3F-eYFP + Vif (tagged APOBEC3F with the HIV-1 protein that degrades it), YFP fluorescence increase; Potency, µM (series often up to 46.1 µM), for inactives: top-dose activity, negative = active; AID 602313; also: potency is read from the fitted curve at half-maximal effect; % of control where 0% means no effect; nearly all actives have a fitted effect of over 65% in size
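Fluorescence increase (Ex 488/Em 500-530) after overnight compound treatment at 37 deg C flags inhibition of Vif-driven A3F-eYFP loss in stable HeLa A3F-eYFP/Vif cells seeded overnight beforehand.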
* marks the source's active call; other numbers are inactive results; & = joins results of further samples. Unless noted, calls follow the shape of the dose curve; as a rule, active = well fitted curve in the direction sought with a large enough effect; inconclusive = small, poorly fitted or top-dose-only effect, or another doubt; inactive = no such curve, though single readings can be large; an effect the other way counts as inactive or inconclusive.

For CCCCC(=O)Nc1cnc(NC(=O)c2cccs2)cc1C the results were RGS4 inhibitor 18%, D2 antag -2, Glioma ERSR ind -5%, LDHA inh -7, Vif-A3G inh -5%, ERG-DNA inh 1%, D2 ag 0.7, 12-LOX inh inconclusive and Vif-A3F inh -3%.
COC(=O)c1cccc(NC(=S)N2CCCCC2)c1 was read as RGS4 inhibitor 8%, D2 antag -2, Glioma ERSR ind -2%, LDHA inh -11, Vif-A3G inh 7%, ERG-DNA inh -2%, D2 ag 6.5, 12-LOX inh -13% and Vif-A3F inh 3%.
`COc1cc(NC(=O)Cn2ncc3c([nH]c4ccc(C)cc43)c2=O)cc(OC)c1OC` gave RGS4 inhibitor -5%, Glioma ERSR ind -2%, LDHA inh -5, Vif-A3G inh 1%, ERG-DNA inh 2%, D2 ag 1.0, 12-LOX inh -16% and Vif-A3F inh -5%.
`O=C(CN1CCN(c2ccccc2)CC1)N1CCc2ccccc21` gave RGS4 inhibitor 4%, D2 antag -12, Glioma ERSR ind 14%, LDHA inh -7, Vif-A3G inh -3%, ERG-DNA inh -3%, D2 ag 1.1, 12-LOX inh 0% and Vif-A3F inh 0%.
`Cc1ccc(-n2c3c(cc(C(=O)O)c2=O)C(=O)CC(C)(C)C3)cc1` gave RGS4 inhibitor 8%, D2 antag -16, Glioma ERSR ind -5%, LDHA inh -8, Vif-A3G inh 3%, ERG-DNA inh -7%, D2 ag 0.4, 12-LOX inh 0% and Vif-A3F inh 8%.
O=S(=O)(NCCN1CCN(S(=O)(=O)c2ccccc2F)CC1)c1ccccc1F was read as RGS4 inhibitor -24%, Glioma ERSR ind -3%, LDHA inh -2, Vif-A3G inh -2%, ERG-DNA inh -2%, 12-LOX inh -5% and Vif-A3F inh 2%.
For O=C1COc2ccc(-c3cc(-c4ccccc4)c4c(n3)-c3ccccc3OC4)cc2N1 the results were RGS4 inhibitor -28%, Glioma ERSR ind 1%, LDHA inh -6, Vif-A3G inh -3%, ERG-DNA inh -2%, D2 ag 0.2, 12-LOX inh -21% and Vif-A3F inh -1%.
O=C(Nc1ccn(CCCNCc2ccccc2)c(=O)n1)OCc1ccccc1 was read as RGS4 inhibitor -5%, Glioma ERSR ind 0%, LDHA inh -6, Vif-A3G inh -1%, ERG-DNA inh -9%, 12-LOX inh 1% and Vif-A3F inh 1%.
For C[C@@H]1CCC(=O)N(C[C@@H](C)CC#N)CC1 the results were RGS4 inhibitor -4%, D2 antag 28, Glioma ERSR ind 4%&-2%, LDHA inh 1, Vif-A3G inh 0%&-1%, ERG-DNA inh 7%, D2 ag 1.3, 12-LOX inh 8% and Vif-A3F inh 0%.
For COCc1ccc(C(=O)N2CCCC(N3CCN(c4ccc(F)cc4)CC3)C2)o1 (configuration not stated) the results were RGS4 inhibitor 9%, D2 antag -8, Glioma ERSR ind -2%, LDHA inh -1, Vif-A3G inh -1%, ERG-DNA inh 6%, D2 ag 0.2, 12-LOX inh -5% and Vif-A3F inh -8%.
`N#CC(C(=O)c1ccccc1)=C1SCCS1` gave RGS4 inhibitor 26%, D2 antag 7, Glioma ERSR ind 4%, LDHA inh -5, Vif-A3G inh -2%, ERG-DNA inh 1%, D2 ag 0.2, 12-LOX inh 0% and Vif-A3F inh 3%.
For CCn1c(NC(C)=O)c(-c2ccccc2Cl)c(=O)c2ccccc21 the results were RGS4 inhibitor 2%, D2 antag -12, Glioma ERSR ind -3%, LDHA inh 2, Vif-A3G inh 5%, ERG-DNA inh 6%, D2 ag 0.5, 12-LOX inh 0% and Vif-A3F inh -11%.
`Fc1ccccc1N1CCN(Cc2cc(-c3ccccc3)on2)CC1` gave RGS4 inhibitor 25%, D2 antag -39, Glioma ERSR ind 0%, LDHA inh -3, Vif-A3G inh 2%, ERG-DNA inh 9%, D2 ag -1.3, 12-LOX inh 0% and Vif-A3F inh -3%.
Screening O=C1NN(c2cccc(Br)c2)C(=O)/C1=C\c1ccc(O)cc1 returned RGS4 inhibitor inconclusive, D2 antag -39, Glioma ERSR ind -1%, LDHA inh 8, Vif-A3G inh 4%, ERG-DNA inh 3%, D2 ag 2.2, 12-LOX inh 16µM* and Vif-A3F inh -5%.
`COc1cccc(CNc2nc3cc(-c4cnn(Cc5ccccc5)c4)sc3c(=O)n2C)c1` gave Glioma ERSR ind 0%, LDHA inh -3, Vif-A3G inh 1% and 12-LOX inh -16%.
`O=C(O)C1CSC(c2ccccc2)N1C(=O)c1ccco1` (configuration not stated) gave RGS4 inhibitor 10%, D2 antag -18, Glioma ERSR ind -2%, LDHA inh -9, Vif-A3G inh 0%, ERG-DNA inh -10%, D2 ag 0.3, 12-LOX inh inconclusive and Vif-A3F inh 0%.
CCOC(=O)c1c(C)nsc1NC(=O)c1ccco1 was read as RGS4 inhibitor -8%, D2 antag -3, Glioma ERSR ind 0%, LDHA inh -1, Vif-A3G inh -3%, ERG-DNA inh -5%, D2 ag 0.0, 12-LOX inh 3% and Vif-A3F inh -1%.
`COc1cc(CNc2ccc(N3CCCC3)cc2)ccc1OCc1ccccc1` gave RGS4 inhibitor inconclusive, D2 antag -8, Glioma ERSR ind 0%, LDHA inh 30, Vif-A3G inh 0%, ERG-DNA inh -2%, D2 ag -1.3, 12-LOX inh inconclusive and Vif-A3F inh 2%.
Screening O=C(O)COc1cccc2ccccc12 returned RGS4 inhibitor -4%, D2 antag -9, Glioma ERSR ind -1%, LDHA inh 3, Vif-A3G inh -1%, ERG-DNA inh -8%, D2 ag -1.8, 12-LOX inh 15% and Vif-A3F inh -1%.
`CCOC(=O)CSc1nc(N)c(C#N)c(-c2ccc(OC)cc2)c1C#N` gave RGS4 inhibitor -15%, D2 antag 5, Glioma ERSR ind 7%, LDHA inh -4, Vif-A3G inh 0%, ERG-DNA inh -13%, D2 ag 0.0 and 12-LOX inh 0%.
Cc1ccc(S(=O)(=O)N2CCN(C(=O)c3cc(C4CC4)nn3-c3ccccc3)CC2)cc1 was read as Glioma ERSR ind -1%, LDHA inh -12, Vif-A3G inh -6%, 12-LOX inh inconclusive and Vif-A3F inh 2%.
`C=Cc1ccc(Cn2c(C(=O)O)c(CNC3CCCCC3)c3ccc(OC)cc32)cc1` gave RGS4 inhibitor -10%, Glioma ERSR ind -3%, LDHA inh 4, Vif-A3G inh -2%, ERG-DNA inh -3%, D2 ag 0.3, 12-LOX inh inconclusive and Vif-A3F inh -11%.
COC(=O)Cc1[nH]n(-c2nc3ccccc3s2)c(=O)c1C(C)=Nc1ccc(Cl)cc1 was read as RGS4 inhibitor 12%, D2 antag -14, Glioma ERSR ind -1%, LDHA inh -2, Vif-A3G inh -5%, ERG-DNA inh 10%, D2 ag 0.7, 12-LOX inh 0% and Vif-A3F inh 17%.
`CCC(C)NC(=O)C1CCCN(S(=O)(=O)c2ccc(-n3cnnn3)cc2)C1` (configuration not stated) gave RGS4 inhibitor -24%, D2 antag -22, Glioma ERSR ind -5%, LDHA inh -3, Vif-A3G inh 1%, ERG-DNA inh -9%, D2 ag 0.7, 12-LOX inh 0% and Vif-A3F inh -3%.
Screening CCn1c(=O)c(C(=O)NCc2ccccc2)c(O)c2ccccc21 returned RGS4 inhibitor 7%, D2 antag 13, Glioma ERSR ind -3%, LDHA inh -4, Vif-A3G inh -4%, ERG-DNA inh 1%, D2 ag 1.4, 12-LOX inh 24% and Vif-A3F inh -1%.
For c1ccc(-c2nnc(CSc3ccc4c(c3)OCCO4)o2)cc1 the results were RGS4 inhibitor -21%, Glioma ERSR ind -1%, LDHA inh -2, Vif-A3G inh 3%, ERG-DNA inh -1%, 12-LOX inh -2% and Vif-A3F inh 5%.
Screening Cc1cccc(-n2cc3c(=O)n(C)c(=O)n(C)c3c2)c1 returned RGS4 inhibitor 21%, Glioma ERSR ind -2%, LDHA inh -4, Vif-A3G inh 1%, ERG-DNA inh -8%, 12-LOX inh -2% and Vif-A3F inh -2%.
`Cn1nnnc1SCC(=O)N1CCN(Cc2ccccc2)CC1` gave RGS4 inhibitor 30%, D2 antag 2, Glioma ERSR ind -4%, LDHA inh -2, Vif-A3G inh 2%, ERG-DNA inh -7%, D2 ag 0.5, 12-LOX inh 11% and Vif-A3F inh -1%.

3 successive records already listed, for reference:
Cc1ccc(S(=O)(=O)N2CCN(C(=O)c3cc(C4CC4)nn3-c3ccccc3)CC2)cc1 was read as Glioma ERSR ind -1%, LDHA inh -12, Vif-A3G inh -6%, 12-LOX inh inconclusive and Vif-A3F inh 2%.
`C=Cc1ccc(Cn2c(C(=O)O)c(CNC3CCCCC3)c3ccc(OC)cc32)cc1` gave RGS4 inhibitor -10%, Glioma ERSR ind -3%, LDHA inh 4, Vif-A3G inh -2%, ERG-DNA inh -3%, D2 ag 0.3, 12-LOX inh inconclusive and Vif-A3F inh -11%.
COC(=O)Cc1[nH]n(-c2nc3ccccc3s2)c(=O)c1C(C)=Nc1ccc(Cl)cc1 was read as RGS4 inhibitor 12%, D2 antag -14, Glioma ERSR ind -1%, LDHA inh -2, Vif-A3G inh -5%, ERG-DNA inh 10%, D2 ag 0.7, 12-LOX inh 0% and Vif-A3F inh 17%.

The list is partial. The share of hits here may be higher or lower than overall.
